# Assay outcomes: PubChem, National Center for Advancing Translational Sciences (NCATS)
# Anesthetic bind = binds horse apoferritin like a general anesthetic | AID 485281 | Potency, µM (top dose mostly 77.5 µM), for inactives: at the top dose activity change, negative = displacement, usual class: inhibitors | actives 0.074% (n = 350,000) | apoferritin/1-aminoanthracene competitive binding, fluorescence; also: potency is read from the fitted curve at half-maximal effect; % is scaled to controls: 0 for no effect and ±100 for the full control effect; nearly all actives have a fitted effect of over 20% in size
# Target sequence (P02791 2-175 limits assumed): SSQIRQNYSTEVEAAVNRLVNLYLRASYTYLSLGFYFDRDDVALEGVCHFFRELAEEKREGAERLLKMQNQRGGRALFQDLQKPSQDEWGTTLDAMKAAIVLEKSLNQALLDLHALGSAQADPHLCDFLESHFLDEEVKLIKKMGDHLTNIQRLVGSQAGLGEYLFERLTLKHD
#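 10 uM apoferritin + 50% sat. 1-AMA, PBS; cpd 10 min RT; Ex380/Em535 endpoint; normalized to free probe vs complex; 4-param Hill fit; propofol titration as pos. ctrl.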
# APEX1 inh = blocks human APE1 abasic DNA cleavage; Potency, µM (series often up to 65.8 µM), for the others: at the highest dose activity change, negative = inhibition, most hits filed as inhibitors; P27695; recombinant APE1, TAMRA/BHQ-2 abasic DNA cleavage fluorescence; AID 2517; actives 0.35% (n = 350,000);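 also: potency is read from the fitted curve at half-maximal effect; plate controls were vehicle for no effect and reference inhibitor for full effect; nearly all actives have a fitted effect of over 55% in size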
#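 Quantitative HTS: incision of a TAMRA/BHQ-2 double-stranded substrate bearing a tetrahydrofuran abasic site by 0.75 nM APE1 raises fluorescence. Substrate 50 nM final, added after 15 min compound preincubation at room temperature; progress as third-minus-first kinetic read difference.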
# POLK inh = DNA polymerase kappa (human) inhibition; Q9UBT6; purified Pol kappa, fluorescent DNA synthesis assay, 10 min; Potency, µM (doses to about 107 µM), without a hit: at the top dose activity, negative = inhibition, hits mostly inhibitors; actives 0.53% (n = 400,000); AID 588579; also: potency is read from the fitted curve at half-maximal effect; % is scaled to controls: 0 for no effect and ±100 for the full control effect
#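 Activity was followed as the change in fluorescence between reads at 0 and 10 min after starting the reaction with 50 nM substrate. Beforehand, 10 nM polymerase had been preincubated with compound for 15 min at room temperature.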
# ERG Ets-DNA blk = blocks human ERG Ets domain binding to DNA. P11308. fluorescence polarization, His-ERG Ets domain / labelled DNA. Potency, µM (highest dose often 76.9 µM), inactives show top-dose FP activity, negative = inhibition, hits mostly inhibitors. actives 0.028% (n = 370,000); active = well fitted inhibition curve with a large enough effect in the polarisation, with a control signal flat; inconclusive = small, poorly fitted or top-dose-only effect, or effect the other way, or a change in a side signal; inactive = no such curve, though single readings can be large or run the other way; the % refers to the polarisation;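 also: polarization taken with two DNA probes labelled with fluorescein and Texas red; potency is read from the fitted curve at half-maximal effect; % of control where 0% means no effect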
# Target sequence (P11308 whole entry, looked up, the tested form may be a part): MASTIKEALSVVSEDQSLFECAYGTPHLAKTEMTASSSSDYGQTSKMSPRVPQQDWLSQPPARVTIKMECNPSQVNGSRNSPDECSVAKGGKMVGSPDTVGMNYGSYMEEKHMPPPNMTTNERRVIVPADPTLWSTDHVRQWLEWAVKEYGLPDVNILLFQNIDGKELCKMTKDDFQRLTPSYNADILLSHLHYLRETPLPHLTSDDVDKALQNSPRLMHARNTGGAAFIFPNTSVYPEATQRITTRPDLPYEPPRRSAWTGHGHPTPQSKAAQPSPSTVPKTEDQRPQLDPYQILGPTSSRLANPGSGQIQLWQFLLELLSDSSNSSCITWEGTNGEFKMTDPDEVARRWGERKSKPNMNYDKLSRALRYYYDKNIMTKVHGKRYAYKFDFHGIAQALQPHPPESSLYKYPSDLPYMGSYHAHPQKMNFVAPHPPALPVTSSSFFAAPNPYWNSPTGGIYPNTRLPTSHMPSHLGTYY
#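 His-tagged ERG Ets domain (1 uM in the protein solution; 300mM KCl, 50mM Tris-HCl, 1mM EDTA, 1mM DTT, pH 7.5) received compound, then a probe mix of 5 nM fluorescein-DNA and 100nM Texas-615-DNA. Fluorescence polarization was read for both dyes.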
# BLM inh = blocks DNA unwinding by human BLM helicase. Potency, µM (doses to about 56.1 µM), for the others: at the top dose activity change, negative = inhibition, hits mostly inhibitors. recombinant BLM DNA unwinding, fluorescence dequenching. P54132. actives 0.2% (n = 350,000);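 also: potency is read from the fitted curve at half-maximal effect; plate controls were vehicle for no effect and no enzyme for full effect; nearly all actives have a fitted effect of over 35% in size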
# TRHR agonist = TRH receptor (human) agonism | AID 493084 | TRHR cells, calcium flux fluo-8, FDSS agonist mode | activation, % at 2 µM | actives 0.18% (n = 360,000) | P34981; in the data active = activation above about 30%; also: 0% is about no effect
# Target sequence (P34981 whole entry, looked up): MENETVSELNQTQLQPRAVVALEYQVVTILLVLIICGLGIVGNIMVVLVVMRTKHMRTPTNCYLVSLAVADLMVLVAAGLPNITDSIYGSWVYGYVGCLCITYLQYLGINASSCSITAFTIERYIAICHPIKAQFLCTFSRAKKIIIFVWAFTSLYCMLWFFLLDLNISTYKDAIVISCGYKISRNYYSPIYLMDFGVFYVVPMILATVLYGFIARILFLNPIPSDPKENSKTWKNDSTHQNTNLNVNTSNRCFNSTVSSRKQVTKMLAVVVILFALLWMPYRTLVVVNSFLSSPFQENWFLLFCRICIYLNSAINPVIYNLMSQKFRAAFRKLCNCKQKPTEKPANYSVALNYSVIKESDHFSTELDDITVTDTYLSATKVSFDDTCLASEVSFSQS
#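 Read-out: compound-evoked intracellular calcium rise in TRHR cells, fluo-8 dye, kinetic FDSS fluorescence at 1 s/cycle following a 10-cycle baseline. Cells cultured overnight before dye loading (30 min–1.5 h, RT).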
# Pol beta inh = inhibitors of human DNA polymerase beta. Potency, µM (series often up to 114 µM), for the others: at the highest dose activity change, negative = inhibition, hits mostly inhibitors. actives 1.3% (n = 340,000). AID 485314. Pol beta primer extension/strand displacement, fluorescence kinetic; also: potency is read from the fitted curve at half-maximal effect; % is scaled to controls: 0 for no effect and ±100 for the full control effect
#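 Reaction started by 50 nM substrate onto compound-treated Pol beta (10 nM, 15 min preincubation, room temperature); plates read at 0 min and 10 min. Normalized concentration-effect data fitted by four-parameter Hill equation.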
# ALOX12 inh = blocks human arachidonate 12S-lipoxygenase; P18054; purified 12hLO, xylenol orange hydroperoxide absorbance; Potency, µM (doses to about 108 µM), for inactives: top-dose activity change, negative = inhibition, most hits filed as inhibitors; actives 1.1% (n = 580,000); also: potency is read from the fitted curve at half-maximal effect; % is scaled to controls: 0 for no effect and ±100 for the full control effect
#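 Purified human 12hLO at 150 nM in 25 mM Hepes, 0.01% Triton X-100, pH 7.0, preincubated 15 min at room temperature with compound. Reaction started with 40 uM arachidonic acid, 30 min at room temperature. Hydroperoxide measured by Fe-xylenol orange, 573/405 nm absorbance ratio.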
# Pol iota inh = inhibitors of human DNA polymerase iota. AID 588590. Q9UNA4. Potency, µM (highest dose often 115 µM), for the others: top-dose activity, negative = inhibition, hits mostly inhibitors. actives 1% (n = 390,000). Pol iota fluorescent replication assay, 10 min; also: potency is read from the fitted curve at half-maximal effect
#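 Fluorescent replication assay read twice, at 0 min and 10 min after adding 50 nM (final) substrate. Enzyme (10 nM) and compounds were first incubated 15 min at room temperature; enzyme-free buffer wells were negative controls.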
# The depositor's hits bear a star; ? = inconclusive; / = no result given; & = joins results of further samples; [ ] = another dose, or the depositor's remark. Unless noted, calls follow the shape of the dose curve; as a rule, active = well fitted curve in the direction sought with a large enough effect; inconclusive = small, poorly fitted or top-dose-only effect, or another doubt; inactive = no such curve, though single readings can be large; an effect the other way counts as inactive or inconclusive.
SMILES,Anesthetic bind,APEX1 inh,POLK inh,ERG Ets-DNA blk,BLM inh,TRHR agonist,Pol beta inh,ALOX12 inh,Pol iota inh
Cc1cc(NC(=O)CCCn2nc([N+](=O)[O-])c(Br)c2C)no1,-11%,16%,3%,7%,-1%,0.2,14%,-13%,25%
COc1cccc(C(c2nnnn2Cc2ccco2)N2CCN(c3cccc(C)c3C)CC2)c1OC (stereo not given),50%[activator],-11%,-10%,-1%,-13%,-0.3,25%,-20%,34%[activator]
Clc1ccc(CN2CCc3c([nH]c4ccccc34)C2)cc1Cl,2%,-18%,-4%,-8%,-10%,2.5,0%,?,-10%
CC(NC(=O)c1ccnc(C(C)(C)C)c1)c1ccccc1 (stereo not given),4%,-3%,-16%,-9%,-3%,-0.4,-17%,-1%,10%
COc1cc(-c2ccc3oc(-c4ccsc4)cc3c2)cc(OC)c1OC,/,/,-6%,-8%,/,/,/,-4%,12%
N#Cc1c(-c2cccs2)cc(-c2cccs2)[nH]c1=O,4%,-6%,-7%,2%,-5%,0.7,12%,0%,-4%
Cc1cc(=O)[nH]c2nnc(SCc3ccccc3F)n12,7%,/,-5%[60.1 µM],-1%,2%,0.2,25%,?,-8%
O=C(Cn1cnc2c(NCc3ccccc3)ncnc21)NCc1nc2ccccc2[nH]1,/,-10%,2%,-4%,/,/,/,15%,9%
COc1cccc(C2=NOC(C(=O)Nc3cccnc3Cl)C2)c1OC (stereo not given),-8%,-3%,-2%,4%,0%,0.4,-1%,-7%,-5%
Cc1cc(Nc2cccc([N+](=O)[O-])c2)c2ccccc2n1,-19%,-9%,-11%,6%,-3%,-1.1,1%,-4%,61%[activator]
COc1ccc(NC(=O)Nc2ccc3c(c2)C(=O)N([C@H](C)CO)C[C@H](C)[C@@H](CN(C)C(=O)Nc2c(C)noc2C)O3)cc1,/,24%,3%,-14%,/,/,/,0%,0%
Cc1cn(S(=O)(=O)c2cc(Br)ccc2Br)cn1,1%,3%,-13%,1%,3%,0.3,23%,-2%,18%
COC(=O)C[C@H]1c2cc(F)ccc2S(=O)(=O)N1C(C)C,/,/,-1%,12%,/,/,/,?,20%
COc1ccc(NS(=O)(=O)c2cccc(C(=O)NCC(c3ccc(F)cc3)N3CCOCC3)c2)cc1 (stereo not given),-19%,-5%,-2%,4%,-4%,0.0,-5%,79%[activator],25%
COc1ccccc1CNC(=O)CN1C(=O)COc2ccc(S(=O)(=O)N3CCCCC3)cc21,3%&-17%,58%[activator],-1%&6%,-16%&-4%,-1%&1%,-0.9&-0.4,0%&2%,-5%&-16%,37%&-2%[activator]
CC(=O)Nc1ccc(OCC(O)Cn2nc(C)nc2C)cc1 (stereo not given),0%,-2%,-5%,/,-1%,1.3,-4%,-8%,-14%
Cc1ccc(-c2nc(NC(=O)CSc3ncn[nH]3)ns2)cc1,-11%,3%,-1%,-6%,0%,-0.1,12%,2%,20%
COc1cccc(NS(=O)(=O)c2cc3c4c(c2)CCC(=O)N4CCC3)c1,/,19%,-2%,-3%,/,-0.3,/,-28%,14%
COc1ccc(C(=O)NC(=S)N2CCN(c3ccccc3O)CC2)cc1,/,29%,-3%,0%[15.4 µM],/,/,/,193%,12%
Cc1cc(C)c2oc(C(=O)NCCc3ccc(S(N)(=O)=O)cc3)cc(=O)c2c1,-14%&-12%,-1%,-5%&10%,9%&4%,0%&-5%,0.1&0.0,-20%&17%,?,34%&2%[activator]
CCn1c(C)nc2cc(C(=O)N/N=C/c3ccc(OC)c(O)c3)ccc21,1%,-17%,-18%,-3%,-5%,0.2,?,1%,?
CCOC(=O)COc1ccc([N+](=O)[O-])cc1-c1ccnc2cc(-c3ccc(C)cc3)nn12,-10%,/,-20%,7%,-8%,1.0,0%,0%,-5%
O=C(O)CC/C(=N/NC(=O)c1cccs1)c1ccccc1,8%,2%,-19%,3%,6%,-0.1,45%,-6%,14%
CN(Cc1ccco1)c1ncnc2ccc(-c3ccccc3C#N)cc12,/,17%,1%[60.1 µM],/,-11%,/,/,?,/
CCOC(=O)Cn1nc(C)c(NC(=O)CCc2ccc(OC)cc2)c1C,-4%,0%,-3%,3%,0%,0.1,0%,0%,28%

# 7 compounds drawn at random from those above:
SMILES,Anesthetic bind,APEX1 inh,POLK inh,ERG Ets-DNA blk,BLM inh,TRHR agonist,Pol beta inh,ALOX12 inh,Pol iota inh
O=C(Cn1cnc2c(NCc3ccccc3)ncnc21)NCc1nc2ccccc2[nH]1,/,-10%,2%,-4%,/,/,/,15%,9%
Cc1cc(C)c2oc(C(=O)NCCc3ccc(S(N)(=O)=O)cc3)cc(=O)c2c1,-14%&-12%,-1%,-5%&10%,9%&4%,0%&-5%,0.1&0.0,-20%&17%,?,34%&2%[activator]
Cc1cn(S(=O)(=O)c2cc(Br)ccc2Br)cn1,1%,3%,-13%,1%,3%,0.3,23%,-2%,18%
CC(NC(=O)c1ccnc(C(C)(C)C)c1)c1ccccc1 (stereo not given),4%,-3%,-16%,-9%,-3%,-0.4,-17%,-1%,10%
CCOC(=O)COc1ccc([N+](=O)[O-])cc1-c1ccnc2cc(-c3ccc(C)cc3)nn12,-10%,/,-20%,7%,-8%,1.0,0%,0%,-5%
COc1ccc(NC(=O)Nc2ccc3c(c2)C(=O)N([C@H](C)CO)C[C@H](C)[C@@H](CN(C)C(=O)Nc2c(C)noc2C)O3)cc1,/,24%,3%,-14%,/,/,/,0%,0%
CN(Cc1ccco1)c1ncnc2ccc(-c3ccccc3C#N)cc12,/,17%,1%[60.1 µM],/,-11%,/,/,?,/

# (list continues)
SMILES,Anesthetic bind,APEX1 inh,POLK inh,ERG Ets-DNA blk,BLM inh,TRHR agonist,Pol beta inh,ALOX12 inh,Pol iota inh
CC1(C)CC(=O)C(C2c3ccccc3S(=O)(=O)c3ccccc32)C(=O)C1,-6%,-2%,-16%,8%,-1%,-1.3,-17%,-4%,18%
O=C(c1cccn2c(=O)c3ccccc3nc12)N1CCN(Cc2ccc3c(c2)OCO3)CC1,45%[activator],-2%,-4%,-3%,3%,-0.8,4%,11%,12%
O=C1CCN(Cc2ccc(Br)cc2)CCN1[C@H](CO)Cc1ccccc1,-2%,2%,5%&-17%,-6%,-1%,1.0,103%,-40%,11%&32%
COc1ccc(C(=O)NCCc2cn3ccc(C)cc3n2)cc1,-2%,-4%,-5%,-1%,-3%,-0.2,-11%,12%,-17%
CC(=O)Nc1ccc(OCC(O)Cn2c(CO)nc3ccccc32)cc1 (stereo not given),-6%,-4%,9%,2%,-5%,0.2,-27%,-4%,-4%
CCNC(=O)NC(=O)C(C)On1nnc2ccc(S(=O)(=O)N(CC)CC)cc21 (stereo not given),-2%,13%,-16%,-2%,1%,-0.1,42%,0%,-4%
COc1ccc(-c2cc(=O)oc3c(C)c(OCC(=O)N(C)C)ccc23)cc1,-8%,34%,-3%,11%,0%,-0.5,-12%,0%,-5%
CC(NC(=S)Nc1ccc(OC(F)F)cc1OC(F)F)C(C)(C)C (stereo not given),?,1%,-8%,13%,-8%,0.1,?,?,73%[activator]
Cc1ccc(OCC2Cn3c(nc4c3c(=O)[nH]c(=O)n4C)O2)cc1 (stereo not given),13%,13%,8%,2%,-8%,0.5,0%,22%,15%
O=C1CCCc2[nH]c(=O)c(-c3nc(-c4cccc([N+](=O)[O-])c4)cs3)cc21,-14%,/,10%,-6%,-8%,-0.2,-2%,?,15%
COc1ccc(OC)c(/C=C/C(=O)N2C(=O)c3cccc(N)c3C2=O)c1,290%[activator],-2%,-2%,/,-13%,0.1,?,-11%,-16%
O=C(Nc1ccc(N2CCCCC2)cc1)c1cccnc1,-14%,3%,-7%,2%,-4%,0.8,6%,0%,4%
O=C(c1ccc(-n2cncn2)c([N+](=O)[O-])c1)N1CCN(S(=O)(=O)c2cccc(F)c2)CC1,/,25%,-17%,/,/,0.3,/,-20%,24%
COc1ccc2oc(C(=O)NCc3cc(OC)c(OC)cc3OC)c(C)c2c1,-10%,46%[activator],-9%,0%,-3%,-0.4,-27%,11%,23%
CCC(C)(C)NC(=O)C(c1cccn1C)N(C(=O)Cn1nnc2ccccc21)c1ccccc1OC (stereo not given),?,10%,1%,-1%,-6%,0.0,40%,14%,4%
COc1cc(OC)c(C2C=C(c3ccc(C)cc3)Nc3c(C(=O)Nc4ccccc4)cnn32)cc1OC (stereo not given),-18%,/,-11%,1%,-7%,-0.3,-1%,-14%,-3%
CCOC(=O)c1sc(NC(=O)CCN2C(=O)C3CCCCC3C2=O)cc1C (stereo not given),/,24%,-7%,-9%,/,-0.3,/,200%[activator],16%

# Reformatted with tabs: part of the list above.
structure	Anesthetic bind	APEX1 inh	POLK inh	ERG Ets-DNA blk	BLM inh	TRHR agonist	Pol beta inh	ALOX12 inh	Pol iota inh
COc1ccc(-c2cc(=O)oc3c(C)c(OCC(=O)N(C)C)ccc23)cc1	-8%	34%	-3%	11%	0%	-0.5	-12%	0%	-5%
CC(NC(=S)Nc1ccc(OC(F)F)cc1OC(F)F)C(C)(C)C (stereo not given)	?	1%	-8%	13%	-8%	0.1	?	?	73%[activator]

# A portion of the library; the hit share may differ from the screen's.
